Bioassay records as filed in PubChem.
ARNT TACC3 PPI: ARNT/TACC3 interaction disruption | Q9Y6A5 | AlphaScreen His-ARNT PAS-B/GST-TACC3 binding, luminescence; TACC3 fragment carries E629A point mutation | inhibition, % at 9.99 µM | hit rate 0.66% among 390,000;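 active = mean inhibition of replicates at least 50% and at least half of replicates each reaching 50%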;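 note: 0% = complete ARNT plus TACC3 wells and 100% = ARNT alone without TACC3; many hits fall short of the cut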
esBAF inh: SWI/SNF esBAF complex inhibition; mouse ES cells, Bmi1-luciferase knock-in reporter, 24 h; 100% = twice the neutral-well signal; reporter increase, % at 12.5 µM; hit rate 2% among 350,000; in the data active = activation above about 40%;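 note: 0% = median of the plate's neutral control wells and 100% = double that signal; a rise in the Bmi1 reporter signal indicates esBAF inhibition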
* marks the source's active call; other numbers are inactive results.

`Cc1noc(C)c1NC(=O)N(C)C[C@@H]1Oc2ncc(C3=CCCCC3)cc2C(=O)N([C@@H](C)CO)C[C@@H]1C` gave esBAF inh -3.
CCCOc1ccc(C(=O)N2CCCC2C(=O)O)cc1 (centres undefined) was read as esBAF inh -3.
Cc1cccc(/C(N)=N/OC(=O)CCC2CCCCC2)c1 was read as esBAF inh 9.
For COc1ccc(S(=O)(=O)N(C)C[C@H]2Oc3c(NC(=O)Nc4ccccc4)cccc3C(=O)N([C@H](C)CO)C[C@H]2C)cc1 the results were esBAF inh 3.
COC(=O)c1cc(C(=O)OC)cc(-n2c(C)cc(C(=O)CC#N)c2C)c1 was read as esBAF inh -5.
O=C(/C=C/c1ccccc1)NC(NC(=S)Nc1ccc(Cl)cc1Cl)C(Cl)(Cl)Cl (centres undefined) was read as esBAF inh 2.
`C[C@@H]1CN([C@@H](C)CO)C(=O)c2cccc(NC(=O)Nc3ccc(C(F)(F)F)cc3)c2O[C@@H]1CN(C)Cc1ccc(C(=O)O)cc1` gave esBAF inh 4.
CS(=O)(=O)NCc1nnc(SCc2ccccc2C(F)(F)F)o1 was read as esBAF inh -5.
C[C@@H]1CN([C@@H](C)CO)C(=O)c2cc(NS(C)(=O)=O)ccc2O[C@@H](C)CCCCO[C@@H]1CN(C)C(=O)CCCN(C)C was read as esBAF inh -2.
Screening COCCNc1nnc(SCC(=O)Nc2cc(-c3ccccc3)nn2-c2ccccc2)s1 returned esBAF inh 5.
For C[C@@H]1CN([C@@H](C)CO)C(=O)c2cc(NC(=O)C3CCCCC3)ccc2O[C@@H]1CN(C)S(=O)(=O)c1ccc(Cl)cc1 the results were esBAF inh 1.
CNC[C@@H]1OCCCC[C@H](C)Oc2ccc(NC(=O)c3ccncc3)cc2C(=O)N([C@@H](C)CO)C[C@H]1C was read as esBAF inh -3.
For COc1ccc(C2=NCCc3cc(OC)c(OC)cc32)cc1 the results were esBAF inh 2.
`CCCCOC(=O)C1[C@H]2C(=O)N(CCc3ccccc3)C[C@]23C=C[C@H]1O3` (some centres undefined) gave esBAF inh 5.
`C[C@H]1CN([C@@H](C)CO)C(=O)c2cccc(NC(=O)Nc3ccc(C(F)(F)F)cc3)c2O[C@H]1CN(C)Cc1ccc(C(=O)O)cc1` gave esBAF inh -1.
Screening CCCCNC(=O)C1CC(=O)N(C2CCCCC2)C1 (centres undefined) returned esBAF inh -2.
`Cc1ccc(S(=O)(=O)N2CCN(S(C)(=O)=O)CC2)cc1` gave esBAF inh -10.
`CCc1ccc(N2CC(C(=O)N/N=C/c3cccc([N+](=O)[O-])c3)CC2=O)cc1` (centres undefined) gave esBAF inh -4.
`COc1ccc(C2=[N+](C)CCn3cccc32)c(OC)c1` gave ARNT TACC3 PPI 0.
`c1cc2c(cc1C1CCCCC1)c1c3n2CCCNC3CCC1` (centres undefined) gave ARNT TACC3 PPI 30.
Screening Cc1ccnc2nc(C(=O)Nc3ccc(N4CCOCC4)cc3)nn12 returned ARNT TACC3 PPI -10.
For C(=N\Nc1nc(Nc2ccccc2)nc(Nc2ccccc2)n1)/c1cccnc1 the results were ARNT TACC3 PPI -4.
Screening COc1ccccc1/C=N\N=C(\N)c1ccccn1 returned ARNT TACC3 PPI 37.
COc1ccc(NC(=O)CN(Cc2ccccc2)Cc2ccccc2)cc1S(N)(=O)=O was read as ARNT TACC3 PPI -13.
For O=C(Oc1ccccc1N1C(=O)C2CC=CCC2C1=O)c1ccc(Br)cc1 (centres undefined) the results were ARNT TACC3 PPI -2.
Screening O=c1[nH]c(N/N=C/c2ccccc2Br)nnc1-c1ccccc1 returned ARNT TACC3 PPI 5.
CCCCCCCCNC(=O)c1cccnc1SCC(=O)Nc1ccc(OC)cc1OC was read as ARNT TACC3 PPI -3.
For NC(=O)Nc1cccc2ccccc12 the results were ARNT TACC3 PPI -7.
Screening Oc1ccc2ccccc2c1C=Nc1cc(C(F)(F)F)ccc1N1CCCC1 returned ARNT TACC3 PPI 36.
`COC(=O)C1=C(C)NC(C)=C(C(=O)OC)C1c1ccc(OC(=O)c2oc3ccccc3c2C)c(OC)c1` gave ARNT TACC3 PPI 0.
For COc1ccc(OC)c2[nH]c(=O)c(CCNC(=O)c3ccc(S(=O)(=O)N4CCCC4)cc3)cc12 the results were ARNT TACC3 PPI -2.
CCOc1ccccc1NC(=O)/C=C/c1ccccc1[N+](=O)[O-] was read as ARNT TACC3 PPI -9.
`Cn1nc(C(F)(F)F)c(/C=N/OC(=O)c2ccccc2)c1SCc1ccccc1Cl` gave ARNT TACC3 PPI 3.
C/C(CC(=O)NCc1ccc(Cl)cc1)=N\NC(=O)Cc1ccccc1 was read as ARNT TACC3 PPI -9.
Screening CC(=O)Oc1ccc2nc(-c3cccs3)oc(=O)c2c1 returned ARNT TACC3 PPI 21.
Screening CC1(C)C2CCC1(CS(=O)(=O)Nc1ccc(S(=O)(=O)NC3CCCCC3)cc1)C(=O)C2 (centres undefined) returned ARNT TACC3 PPI -6.
Screening CC1=NN(Cc2ccccc2)C(=O)/C1=C\c1ccc(N(C)C)cc1 returned ARNT TACC3 PPI 8.
O=C1CCCc2ccccc2N1Cc1c(Cl)cccc1Cl was read as ARNT TACC3 PPI -11.
For O=C1C=C(c2ccccc2)C[C@H](c2cccs2)[C@H]1n1nnc([N+](=O)[O-])n1 the results were ARNT TACC3 PPI 1.
For CCOC(=O)C1=C(COc2ccc(C)cc2)NC(=O)NC1c1cc(C)ccc1C (centres undefined) the results were ARNT TACC3 PPI -9.
For Cc1ccc(S(=O)(=O)Cn2nnnc2CN(Cc2ccco2)CC2CCCO2)cc1 (centres undefined) the results were ARNT TACC3 PPI -14.
Screening CCOc1cc(/C=C(\C#N)c2nc(-c3cccs3)c(NC(C)=O)s2)ccc1O returned ARNT TACC3 PPI -4.
For Cc1ccc(C)c(Nc2ncnc(N)c2[N+](=O)[O-])c1 the results were ARNT TACC3 PPI 0.
`O=C(O)c1cc(S(=O)(=O)N2CCOCC2)c(Sc2ccccn2)cc1Sc1ccccn1` gave ARNT TACC3 PPI -1.
For c1ccc2c(c1)CCCN2Cc1nnc2n1CCCCC2 the results were ARNT TACC3 PPI -2.
`O=C(Nc1ccc(Nc2ccccc2)cc1)C(Cl)Cl` gave ARNT TACC3 PPI 3.
Cn1nnnc1SCC(=O)N1CCOCC1 was read as ARNT TACC3 PPI -9.
CN(c1ccccc1)S(=O)(=O)c1cc(C(=O)Nc2nc3ccccc3[nH]2)ccc1Cl was read as ARNT TACC3 PPI 12.
O=S1(=O)CCC(NC(=S)Nc2ccc(Cl)cc2)C1 (centres undefined) was read as ARNT TACC3 PPI -5.
C=CCNC(=O)/C(C#N)=C/c1c(N2CC(C)OC(C)C2)nc2ccccn2c1=O (centres undefined) was read as ARNT TACC3 PPI 5.
`CC1CCCCN1S(=O)(=O)c1ccc(N(C(=O)c2cnccn2)C(C(=O)NC2CCCCC2)c2cccs2)cc1` (centres undefined) gave ARNT TACC3 PPI -15.
Screening COc1ccc(/C=N/NC(=O)c2nn(-c3ccc(C)c(C)c3)c(=O)c3ccccc23)cc1 returned ARNT TACC3 PPI -5.
`CC1(C)CC(=O)C([N+](=O)[O-])=C(NCCCC(=O)O)C1` gave ARNT TACC3 PPI -22.
Screening CCOC(=O)CSc1nnc(NC(=O)c2cc([N+](=O)[O-])cc([N+](=O)[O-])c2)s1 returned ARNT TACC3 PPI -6.
Screening Nc1cc(-c2ccccc2)nn1Cc1ccc(Cl)cc1 returned ARNT TACC3 PPI -2.
`O=C(NCCCn1ccnc1)C(=O)NCc1ccccc1` gave ARNT TACC3 PPI -6.
Cc1cc(C)nc(SCC(=O)OCC(=O)Nc2nc3ccccc3s2)n1 was read as ARNT TACC3 PPI -7.
`COc1cccc(CNn2c(-c3cccc(C)c3)nc3ccccc3c2=O)c1O` gave ARNT TACC3 PPI -1.
Screening O=C(NC(=S)Nc1ccc(N2CCOCC2)cc1)c1cncc(Br)c1 returned ARNT TACC3 PPI -2.
CC1CCc2nc(NC(=O)C3CC3)sc2C1 (centres undefined) was read as ARNT TACC3 PPI -8.

For convenience, part of the list above:
For Cc1ccc(S(=O)(=O)Cn2nnnc2CN(Cc2ccco2)CC2CCCO2)cc1 (centres undefined) the results were ARNT TACC3 PPI -14.
Screening CCOc1cc(/C=C(\C#N)c2nc(-c3cccs3)c(NC(C)=O)s2)ccc1O returned ARNT TACC3 PPI -4.
For Cc1ccc(C)c(Nc2ncnc(N)c2[N+](=O)[O-])c1 the results were ARNT TACC3 PPI 0.
`O=C(O)c1cc(S(=O)(=O)N2CCOCC2)c(Sc2ccccn2)cc1Sc1ccccn1` gave ARNT TACC3 PPI -1.
For c1ccc2c(c1)CCCN2Cc1nnc2n1CCCCC2 the results were ARNT TACC3 PPI -2.
`O=C(Nc1ccc(Nc2ccccc2)cc1)C(Cl)Cl` gave ARNT TACC3 PPI 3.
Cn1nnnc1SCC(=O)N1CCOCC1 was read as ARNT TACC3 PPI -9.
CN(c1ccccc1)S(=O)(=O)c1cc(C(=O)Nc2nc3ccccc3[nH]2)ccc1Cl was read as ARNT TACC3 PPI 12.
O=S1(=O)CCC(NC(=S)Nc2ccc(Cl)cc2)C1 (centres undefined) was read as ARNT TACC3 PPI -5.
C=CCNC(=O)/C(C#N)=C/c1c(N2CC(C)OC(C)C2)nc2ccccn2c1=O (centres undefined) was read as ARNT TACC3 PPI 5.
`CC1CCCCN1S(=O)(=O)c1ccc(N(C(=O)c2cnccn2)C(C(=O)NC2CCCCC2)c2cccs2)cc1` (centres undefined) gave ARNT TACC3 PPI -15.
Screening COc1ccc(/C=N/NC(=O)c2nn(-c3ccc(C)c(C)c3)c(=O)c3ccccc23)cc1 returned ARNT TACC3 PPI -5.

(further entries)
`CCS(=O)(=O)NCC(c1ccco1)N1CCN(c2ccccc2F)CC1` (centres undefined) gave ARNT TACC3 PPI 1.
`CCOC(=O)C1=C(c2ccccc2)N=c2s/c(=C\c3cccc(O)c3)c(=O)n2C1c1cccs1` (centres undefined) gave ARNT TACC3 PPI 4.
CCc1ccccc1NC(=O)N[C@H](C(=O)O)C(C)C was read as ARNT TACC3 PPI -11.
O=C(NC1CCS(=O)(=O)C1)/C(=C\c1ccccc1)NC(=O)c1ccccc1 (centres undefined) was read as ARNT TACC3 PPI -4.
For O=C(CSc1nnc(-c2cccs2)n1Cc1ccccc1)NCc1ccc2c(c1)OCO2 the results were ARNT TACC3 PPI -7.
Cc1cc(C)nc(SCc2ccc(C(=O)N/N=C/c3cccc(O)c3O)cc2)n1 was read as ARNT TACC3 PPI 22.
`CCCNC(=O)CN(Cc1ccco1)S(=O)(=O)c1ccc(OCC)cc1` gave ARNT TACC3 PPI -3.
Screening COc1ccc2c(c1)c1nc3ccccc3nc1n2Cc1ccc(OC)c(OC)c1 returned ARNT TACC3 PPI -6.
For COc1ccc(-c2cc(=NC(CC(C)C)C(=O)O)c3cc(C)ccc3o2)cc1 (centres undefined) the results were ARNT TACC3 PPI 3.
O=C1C2C3C=CC(C3)C2C(=O)N1CNc1ccccc1 (centres undefined) was read as ARNT TACC3 PPI -3.
Screening O=[N+]([O-])c1cc(/C=N/n2c(-c3ccncc3)n[nH]c2=S)ccc1Cl returned ARNT TACC3 PPI 25.
Screening O=C(c1cccc(N2C(=O)C3C4C=CC(C4)C3C2=O)c1)N1CCCCCC1 (centres undefined) returned ARNT TACC3 PPI -7.
For CCOc1ccc(C(=O)Nc2ccc(NC(=O)c3ccco3)c(Cl)c2)cc1Cl the results were ARNT TACC3 PPI 0.
For CCCCCCNC(=O)N[C@H](C(=O)NCCC[C@H]1CN2C(=NC[C@H]2C)N1CCC(c1ccccc1)c1ccccc1)C(C)O (some centres undefined) the results were ARNT TACC3 PPI 2.
For COc1ccc(Cn2c(CCCO)nc3ccccc32)cc1OC the results were ARNT TACC3 PPI -9.
`CCNc1nc(NCC)nc(SCCOc2ccc(C)cc2)n1` gave ARNT TACC3 PPI -17.
`CSc1nsc(SC)c1NC(=O)OCc1ccccc1` gave ARNT TACC3 PPI 1.
`COc1cc2cc(CN(CCO)S(=O)(=O)c3ccccc3Cl)c(=O)[nH]c2cc1OC` gave ARNT TACC3 PPI -7.
For CCOC(=O)c1cc(CC)sc1NC(=O)COc1ccc2c(C)cc(=O)oc2c1 the results were ARNT TACC3 PPI -5.
`Cc1ccc(CNC(=O)N2CCN(C)CC2)cc1` gave ARNT TACC3 PPI -272.
Screening CCCS(=O)(=O)N1CCCC(C(=O)NCCN2CCCCC2C)C1 (centres undefined) returned ARNT TACC3 PPI 2.
`CCOc1cc(/C=N\Nc2nc(Nc3ccccc3)nc(N3CCOCC3)n2)ccc1OC(=O)c1ccco1` gave ARNT TACC3 PPI 3.
`CCOC(=O)c1sc2nc(-c3ccccc3)ccc2c1N` gave ARNT TACC3 PPI -3.
For COc1ccc(-c2cc(C(=O)NC3CCCC3)no2)cc1OC the results were ARNT TACC3 PPI -7.
`CCn1ncc([N+](=O)[O-])c1C(=O)N1CCCC1` gave ARNT TACC3 PPI -2.
O=C(CC1c2ccccc2Oc2ccccc21)Nc1ccccc1C(F)(F)F was read as ARNT TACC3 PPI -5.
For CCOC(=O)/C(=N\Nc1cc(Cl)ccc1Cl)N1CCN(CC)CC1 the results were ARNT TACC3 PPI 18.
For Cc1nn(C)c(C(=O)NNC(=S)NCC(C)C)c1Cl the results were ARNT TACC3 PPI -7.
O=C(Cc1cccs1)N1CCCC(c2nc3c(nnn3Cc3ccccc3Cl)c(=O)[nH]2)C1 (centres undefined) was read as ARNT TACC3 PPI 0.
For CC(C)CSc1nnc2c(n1)[nH]c1ccccc12 the results were ARNT TACC3 PPI 5.
For Nc1ccc2nc(SCC(=O)Nc3ccc(N4CCOCC4)c(Cl)c3)sc2c1 the results were ARNT TACC3 PPI 11.
For Cn1c(CS/C(N)=N/N=C/c2ccccc2)c(Br)c(=O)n1-c1ccccc1 the results were ARNT TACC3 PPI -16.
For C/C(=C\C(=O)Nc1nccs1)c1ccccc1 the results were ARNT TACC3 PPI 2.

Not all compounds are listed, so the mix of outcomes need not match the whole.
